High-throughput results: PubChem, The Scripps Research Institute Molecular Screening Center
TEAD-YAP block: TEAD-YAP interaction inhibition. HEK-TIYL cells, TEAD-Gal4/YAP UAS-luciferase luminescence. inhibition, % at 9.12 µM. 1.4% of 640,000 active. AID 1259422; in the data active means inhibition above about 32%;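 further: 0% = median of test compound wells and 100% = reference inhibitor wells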
MITF inh: inhibitors of human MITF | O75030 | AlphaScreen MITF homodimerization, bead proximity signal | inhibition, % at 2.6 µM | 0.91% of 650,000 active; in the data active means inhibition above about 50%;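 further: 0% = vehicle wells with protein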
FBW7 act: human FBW7 E3 ligase activation, primary screen; Q969H0; AlphaScreen FBW7–phospho-cyclin E peptide binding, activator screen; normalized activity (activation), % at 26.1 µM; 0.13% of 650,000 active; AID 1259310; in the data active means normalized activity above about 1.9%;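 further: purified mutant Fbw7 with reduced substrate affinity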
Target sequence (Q969H0 whole entry, looked up): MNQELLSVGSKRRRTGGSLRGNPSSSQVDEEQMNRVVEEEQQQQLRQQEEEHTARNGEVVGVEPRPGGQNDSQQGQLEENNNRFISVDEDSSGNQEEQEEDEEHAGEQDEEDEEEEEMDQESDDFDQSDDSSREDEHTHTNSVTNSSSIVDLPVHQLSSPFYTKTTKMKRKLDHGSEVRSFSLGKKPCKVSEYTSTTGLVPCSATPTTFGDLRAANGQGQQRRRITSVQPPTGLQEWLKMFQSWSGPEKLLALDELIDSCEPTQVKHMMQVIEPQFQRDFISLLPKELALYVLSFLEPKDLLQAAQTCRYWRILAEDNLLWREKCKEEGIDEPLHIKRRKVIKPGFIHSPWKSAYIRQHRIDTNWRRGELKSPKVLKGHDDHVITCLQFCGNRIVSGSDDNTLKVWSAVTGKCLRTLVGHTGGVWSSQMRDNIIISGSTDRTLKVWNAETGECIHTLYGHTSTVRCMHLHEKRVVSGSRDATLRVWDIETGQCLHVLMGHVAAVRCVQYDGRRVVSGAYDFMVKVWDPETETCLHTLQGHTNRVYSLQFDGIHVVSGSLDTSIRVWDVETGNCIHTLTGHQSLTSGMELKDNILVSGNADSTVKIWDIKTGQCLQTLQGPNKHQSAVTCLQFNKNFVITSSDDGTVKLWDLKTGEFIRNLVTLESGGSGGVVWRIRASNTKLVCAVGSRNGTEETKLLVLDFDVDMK
GPR151 activ: activators of human GPR151; Q8TDV0; PathHunter beta-arrestin GPR151 cells, luminescence; activation, % at 11.2 µM; 1% of 650,000 active; in the data active means activation above about 4.9%;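 further: 0% = median of compound wells and 100% = cells with positive control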
* = called active by the depositor; nt = not tested or not shown.

Every second line gives: TEAD-YAP block, MITF inh, FBW7 act, GPR151 activ
- Cc1ccc(-c2nnc(SC(F)F)c3ccccc23)cc1C
→ -2, -2, -0.2, -0.5
- CN1C(=O)NC(=O)/C(=C\c2ccc(-c3ccc(Br)c(Cl)c3)o2)C1=O
→ 13, 11, 0.2, -0.6
- CCCOc1ccc(C2Oc3ccccc3C3CC(c4ccccc4)=NN32)cc1 (centres undefined)
→ -45, -8, -0.1, 0.9
- CO[C@H]1C[C@@H]2C[C@H](O)CC(CC(=O)O[C@@H](/C=C/CC(C)C)C[C@@H]3CC[C@H](C)[C@@H](C1)O3)O2
→ nt, 3, 1.2, 2.1
- COc1ccccc1/C=C1\N=C(C(C)(C)C)OC1=O
→ -6, 4, 0.3, 0.5
- Cc1cc(/C=c2\sc3nc4ccccc4n3c2=O)c(C)n1C
→ 3, 1, -0.1, -0.4
- Cc1sc2ncn(CC(=O)NCCCC(=O)N3CCN(C)CC3)c(=O)c2c1C
→ -6, 10, 0.0, 0.2
- COc1cccc(C(=O)N2CCN3C(=O)[C@H]4CCCN4C(=O)[C@H]3C2)c1
→ -2, -13, 0.0, -1.8
- COc1ccccc1CNC(=O)c1ccc2c(c1)NC(=O)C1CCCN21 (centres undefined)
→ 2, -3, 0.0, 0.2
- CN1CCc2cc(O)c(O)cc2C(c2ccccc2)C1 (centres undefined)
→ -3, 1, -0.2, -0.1
- CCOCCCNC(=O)C(NC(=O)CNC(C)=O)c1ccc(OC)cc1 (centres undefined)
→ 2, 0, 0.0, 0.9
- Cc1nnc2sc(SCC(=O)Nc3cccc4ccccc34)nn2c1=O
→ 2, 25, -1.8, -1.6
- CCN(CC)C(=O)CSc1nc(O)cc(=O)n1C
→ -2, 11, 0.1, 0.8
- COc1cc2c(c(O)c1OC)CC(=O)CCC2
→ 1, 20, 0.3, 0.2
- COC(=O)c1cn(C(=O)c2cc(Br)ccc2Cl)nc1N
→ 4, 13, 0.7, 1.3
- N#CC1=C(N)Oc2n[nH]c(-c3ccccc3)c2C1c1ccc(C(F)(F)F)cc1 (centres undefined)
→ 6, 12, -0.2, -0.8
- CCN1CCN(CCC(=O)Nc2cc([N+](=O)[O-])ccc2OC)CC1
→ -6, -9, -0.3, -1.2
- Nc1cc(-c2nc3ncccc3o2)ccc1Cl
→ -57, 0, 0.4, 1.3
- O=C(CC(O)(c1ccccc1)C(F)(F)C(F)F)c1ccccc1O (centres undefined)
→ -3, 15, 0.2, 2.6
- CC1Cc2ccccc2N1C(=O)Cn1nnc2c(cnn2-c2ccc(F)cc2)c1=O (centres undefined)
→ 11, 2, 0.0, -1.7
- O=C(COc1ccc(Cl)cc1Cl)N/N=C/c1cccc([N+](=O)[O-])c1
→ -8, 20, 0.1, 0.2
- O=C(/C=C/c1ccc([N+](=O)[O-])cc1)NNc1ncnc2ccccc12
→ -2, 3, 0.1, -0.3
- Cc1cccc(-n2nc3c(c2NC(=O)c2ccc(C(=O)c4ccccc4)cc2)CSC3)c1C
→ -4, -12, 0.1, -1.5
- O=[N+]([O-])c1ccc(Cl)c(CN2CCN(c3ncccn3)CC2)c1
→ -2, 16, 0.0, 0.4
- O=C(O)/C(Cl)=C(Cl)/C=N/c1ncn[nH]1
→ 5, 18, -0.3, -1.2
- CC(=O)N1CCN(c2nc3cc(Cl)ccc3cc2CNCCCO)CC1
→ 2, -10, 0.1, -0.2
- Cc1cc(/C=C(/C#N)c2ccc(C(=O)O)cc2)c(C)n1-c1ccccn1
→ -12, 5, 0.1, 0.3
- CCCCOc1ccccc1C1C(C(=O)OCc2ccccc2)=C(C)NC2=C1C(=O)CC(C)(C)C2 (centres undefined)
→ -5, -10, 0.2, -0.1
- Cc1nc2ccccc2n1S(=O)(=O)c1cc(C(=O)O)ccc1Cl
→ -8, 6, -0.4, 2.4
- O=Cc1cccc(-c2ccc(OCCCc3ccccn3)nc2)c1
→ -53, -1, -0.2, -1.0
- COc1ccc(C(=O)C(C)S(=O)(=O)c2ccc(C)cc2)cc1 (centres undefined)
→ 4, 5, 0.1, -0.6
- O=C(Nc1ccc2c(c1)CN(S(=O)(=O)N1CCCCC1)CC2)C1CCCO1 (centres undefined)
→ 5, -6, 0.0, -0.4
- CC(Oc1ccccc1)C(=O)N/N=C\c1ccc(O)cc1 (centres undefined)
→ 5, 0, 0.1, -1.8
- COc1ccc(CCNC(=O)c2ccc([N+](=O)[O-])cc2Cl)cc1
→ 2, 1, -0.1, 0.9
- CCCCC(C(=O)OCC(=O)c1ccc(Cl)cc1)N1C(=O)c2ccccc2C1=O (centres undefined)
→ 2, 7, 0.1, -0.2
- COc1ccc(CN2CCN(C)C(CCO)C2)cc1O (centres undefined)
→ -8, 10, 0.2, 1.9
- Cc1cc(NC(=O)c2ccc3c(SCC(=O)O)c4c(nc3c2)CCCC4)no1
→ -9, 3, 0.0, -0.2
- O=[N+]([O-])c1cc(F)ccc1NC(=S)NCc1ccco1
→ -1, 6, 0.1, -0.6
- CCc1ccc(NC(=O)C2c3cc(OC)c(OC)cc3C(=O)N(C)C2c2cccnc2)cc1 (centres undefined)
→ -20, -19, 0.1, -0.8
- CNC(=O)c1ccccc1NC(=O)c1cccc(S(=O)(=O)NC)c1
→ 13, 11, -0.1, -1.3
- N/C(=N/O)c1ccc(-c2cnco2)cc1
→ -10, -1, -0.1, -0.5
- CC(C)(C)NC(=O)Cn1c(SCC(=O)NC2CCCCC2)nc2ccccc21
→ 6, 17, 0.1, -0.1
- COc1ccc(C(C)=O)cc1CSc1nc2ccccc2c(=O)n1NC(=O)c1ccccc1
→ -15, 7, -0.1, -1.3
- CCCN=C(C)c1c(C)[nH]n(-c2nc3ccccc3s2)c1=O
→ -26, 5, -0.1, -1.2
- O=C1OC(/C=C/c2cccc(Cl)c2Cl)=NC/1=C\C=C\c1ccccc1
→ 12, -2, -0.1, -0.1
- CCS(=O)(=O)Nc1ccc(-c2nnc(SCC(=O)Nc3cccc(O)c3)o2)cc1
→ 4, -4, 0.1, -0.2
- COc1c(C)cnc2c1c(=O)n(CC(=O)Nc1cc(C)cc(C)c1)c(=O)n2C
→ -2, 1, 0.0, 1.5
- COC(=O)c1cc(C(=O)Nc2cccc(NC(C)=O)c2)cc([N+](=O)[O-])c1
→ -8, 4, -0.1, 0.1
- Cc1c(F)cccc1NC(=O)OCc1ccccc1
→ -17, 9, 0.0, 2.4
- Cc1ccsc1C1(Cc2cccc(C(N)=O)c2)C(=O)Nc2ccccc21 (centres undefined)
→ 16, 14, -0.1, 0.3
- CC(=O)Oc1ccc(N(C(C)=O)S(=O)(=O)c2ccc3ccccc3c2)cc1
→ 2, 16, 0.2, -0.9
- CSc1ccc(S(=O)(=O)NC2CC3CCC2C3)cc1 (centres undefined)
→ 6, 2, -0.1, 0.5
- O=C(c1cccnc1Nc1ccccc1F)N1CCCC1
→ -7, -3, 0.0, -0.1
- CCOC(=O)N1CCN(S(=O)(=O)c2ccc(C(=O)Nc3ccc4nc(C)sc4c3)cc2)CC1
→ 27, 10, -0.1, 0.4
- CCOC(=O)N1CCN(CC(O)COc2ccc(Cl)c(C)c2)CC1 (centres undefined)
→ -1, 17, 0.6, 0.0
- COc1ccc(Br)cc1/C=C1N=C(/C=C/c2cccc(Cl)c2Cl)OC\1=O
→ 1, 1, -0.1, -0.6
- CCOC(=O)C1=C(CC)NC2=C(C(=O)CC(C)(C)C2)C1c1ccc2c(c1)OCO2 (centres undefined)
→ 17, -7, -0.1, 1.3
- COc1cc(NC(=O)CCN2C(=O)c3ccccc3C2=O)c(OC)cc1Cl
→ 0, 12, 0.5, -0.6
- O=C(c1c(F)c(F)c(C(=O)N2CCCCC2)c(F)c1F)N1CCCCC1
→ 3, 10, -0.1, -1.0
- O=C(CNC(=O)C1CCCCC1)NCc1ccco1
→ -10, 10, 0.0, -0.1

(next part)
Every second line gives: TEAD-YAP block, MITF inh, FBW7 act, GPR151 activ
- Cc1ccc(/C(O)=C2/C(=O)C(=O)N(CCCC(=O)O)C2c2ccc(Br)cc2)cc1 (centres undefined)
→ -5, -5, -0.2, -0.8
- CNC(=O)C(=O)NCC1CCCN1S(=O)(=O)c1ccc(C)cc1 (centres undefined)
→ 4, 10, 0.5, 0.1
- O=C(NC1CC1)c1ccccc1Br
→ -6, 5, -0.2, 2.2
- COc1ccc(OCC(=O)N/N=C/c2ccc(C(=O)O)cc2)c(Br)c1
→ 2, 4, -0.1, -1.4
- Cc1cc(C(=O)Nc2cccc(Cn3cccn3)c2)cs1
→ 1, 23, 1.6, -0.3
- Cc1ccc(OC(=O)C2C3CCCCC32)cc1 (centres undefined)
→ 13, 7, 0.1, 0.6
- COc1cccc(CN2CCN(Cc3cccnc3)CC2)c1OC
→ 7, 76*, 0.0, -0.6
- CC(=O)c1cccc(NC(=O)COc2ccc([N+](=O)[O-])cc2)c1
→ 1, 17, 0.0, -0.8
- COc1ccccc1Nc1cnn(C23CC4CC(CC(C(=O)O)(C4)C2)C3)c(=O)c1Cl
→ 8, 7, -0.2, -0.4
- O=c1[nH]c(/C=C/c2ccc(F)cc2)c([N+](=O)[O-])c(=O)[nH]1
→ 0, -4, -0.2, 0.8
- CCc1ccc2nc(SCC(=O)NCc3ccco3)c(C#N)cc2c1
→ 11, 9, 0.1, 1.1
- COc1ccc(N2CCN(c3ncnc4sc(C(=O)Nc5ccc(OC)cc5OC)c(C)c34)CC2)cc1
→ -64, -5, 0.2, -0.2
- COCCn1c(=N)c(C(=O)OC)cc2c(=O)n3cccc(C)c3nc21
→ -1, -3, -0.1, 0.3
- COC(=O)c1cc(S(=O)(=O)N2CCOCC2)ccc1Sc1ccccc1N
→ -2, -14, 0.0, 0.4
- COc1cc(CN2CCN(C3CCCC3)C(CCO)C2)cc(OC)c1 (centres undefined)
→ 7, -5, -0.1, 0.2
- COc1ccccc1C1Nc2cccc3cccc(c23)N1
→ -10, 17, 0.1, 0.2
- Cc1nn(C)c(C)c1-c1nc(Nc2ccc(Oc3ccccc3)cc2)c2[nH]cnc2n1
→ 2, -13, 0.1, -0.7
- CC(=O)Nc1cnn(-c2ccc(C(=O)NCCOc3nonc3C)cc2)c1
→ 4, -3, -0.1, 2.3
- Cc1nn(-c2ccc(Cl)c(Cl)c2)c(C)c1-c1cccc([N+](=O)[O-])c1
→ -2, 2, -0.1, -1.0
- COc1cc(-c2nnc(SCC(=O)c3ccc([N+](=O)[O-])cc3)o2)cc(OC)c1OC
→ -2, -7, -0.1, -0.7
- CC(NC(=O)c1ccncc1)C(c1cccs1)N1CCN(c2ccc(F)cc2)CC1 (centres undefined)
→ 13, 7, 0.0, 0.6
- O=C1CCC(=O)N1OCCCSc1ccc(Cl)cc1
→ -10, 16, 0.2, 0.4
- CC(C)c1ccc2[nH]c3nc(SCC(=O)NC4CC4)nnc3c2c1
→ -16, -5, -0.1, 1.4
- O=S(=O)(c1ccccc1)N1N=C(c2ccccc2)CC1c1ccccc1O (centres undefined)
→ -39, -3, -0.1, -0.3
- COc1ccc(/C=C/C(=O)Nc2cccc(-c3nc4ncccc4o3)c2C)cc1
→ -17, -18, -0.1, 1.6
- Cc1nc(N)sc1N=Nc1c(C)n(C)n(-c2ccccc2)c1=O
→ 16, 4, 0.0, -0.1
- CCOC(=O)c1c(-c2ccccc2)oc2ccc(OCC(O)CN(C)C)cc12 (centres undefined)
→ 6, -14, -0.2, 0.6
- COc1ccc(NC(=O)c2cc3cc(OC)ccc3oc2=Nc2ccc(C(=O)O)cc2)cc1
→ -10, -2, 0.0, 0.4
- Cc1cccc(CC(C)NC(=O)c2cc(COc3ccc4ncccc4c3)on2)n1 (centres undefined)
→ 19, 5, -0.1, 1.7
- COC(=O)C1=CN(C)C=C(C(=O)OC)C1c1ccc(Br)cc1
→ -3, -5, 0.1, -1.6
- COc1ccc(-c2cc(N3CCCC3)n3ncnc3n2)cc1
→ 4, 4, 0.1, -1.2
- CCn1c(=Nc2ccc(N3CCOCC3)cc2)ccc2ccccc21
→ -6, 19, 0.0, -0.8
- Cn1nc(N2CCCCCC2)c(=O)n(C)c1=O
→ -1, 1, 0.0, 0.2
- CC1=C(C(=O)OC(C)(C)C)C(c2ccc(Cl)cc2)C(C#N)=C(SCC(=O)Nc2ccccc2C)N1 (centres undefined)
→ 4, -1, 0.1, -1.2
